DAGLB inh: blocks human DAGLB lipase activity. inhibition, % at 5.17 µM. HEK293T DAGLB membrane lysate, EnzChek fluorogenic substrate. Q8NCG7. 0.059% of 340,000 active; in the data active = inhibition above about 34%;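 also: 0% = enzyme with vehicle and 100% = wells lacking enzyme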
CAL PDZ FP-1: inhibitors of human CAL PDZ peptide binding; purified CAL PDZ, TMR-peptide fluorescence polarization, 1 h; inhibition, % at 20 µM; 0.02% of 330,000 active; AID 504414;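 active = highest replicate inhibition of at least 40%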;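 also: plate controls were DMSO neutral control wells for no effect and unlabeled competitor peptide control wells for full effect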
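Test system: purified CerCALP PDZ construct; Compound dosing: one concentration, 20 µM compound; Also added: TMR-labelled reporter peptide T*-PRC34 bound in PDZ groove; Read-out: inhibition from polarization loss; Controls: unlabelled peptide and DMSO controls; Signal: FP readout, S and P plane fluorescence; Incubation: 1 h at RT.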
RTF Ca sens act: cardiac RTF calcium sensitization; IANBD-labeled TnC RTF fluorescence at EC20 calcium; 0% EC20 calcium, 100% full calcium; P19429+P45379; 0.24% of 340,000 active; activation, % at 7.2 µM;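 active = activation above the mean over all tested compounds plus 3 SD, cut at about 30% in these data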;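 also: rise in fluorescence read as greater calcium sensitivity of cardiac thin filaments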
PKA-R2B activ: PKA-R2B complex activation; activation, % at 11.4 µM; P22694+P31323; 0.079% of 340,000 active; PKA-R2B holoenzyme dissociation, Cy5-IP20 fluorescence polarization; R2B truncated from residue 108, S112A mutant; 0% DMSO only, 100% 113 µM cGMP;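 active = activation above a cutoff set at the mean over all compounds plus 3 SD, cut at about 18% in these data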;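 also: higher means more holoenzyme dissociation and a rise in polarization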
SR-BI DiI-HDL act: activators of SR-BI mediated HDL lipid uptake; AID 504775; 0.096% of 320,000 active; CHO ldlA[mSR-BI] cells, DiI-HDL uptake fluorescence, 3 h; 100 = double the neutral-control signal; activation, % at 12.5 µM;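 active = mean replicate activation of at least 60% and every replicate at or above 60%; inconclusive = mean or all-replicate condition met, but not both; inactive = mean below 60% and not all replicates reaching 60%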;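 also: 0% = median plate neutral-control signal and 100% = twice that signal; values of inactives mirror those of a sister screen read the other way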
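Test system: SR-BI-overexpressing, LDLR-lacking CHO cells; Also added: labelled HDL, 10 µg/mL; Measured by: bottom-read cell fluorescence after medium removal, ex 550/em 595 nm; Timing: 3 h uptake period with compound, 37 °C; Buffer or medium: F12, 0.5% BSA, 25 mM HEPES; Doses: single compound concentration, delivered by pin transfer.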
CAL PDZ FP-2: inhibitors of human CAL PDZ peptide binding; Q9HD26; purified CAL PDZ, TMR-peptide fluorescence polarization, 1 h; inhibition, % at 24.9 µM; 0.92% of 300,000 active; AID 602252;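 active = mean inhibition of at least 30% with at least half of replicates also reaching 30%; inconclusive = no clear call, values can overlap the other calls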;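 also: 0% = DMSO neutral control and 100% = excess unlabeled competitor peptide PRC23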
C-LANA FP: KSHV C-LANA DNA binding inhibition. MBP-C-LANA/FAM-LBS DNA binding, fluorescence polarization. inhibition, % at 9 µM. 0.078% of 340,000 active. AID 504423;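 active = highest replicate inhibition at or above 60% at 9 µM, even if other replicates fall short; inactive = all replicates below 60% inhibition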;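 also: 0% = neutral control wells and 100% = 4 µM acridine orange control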
Keap1 Nrf2 FP: inhibitors of human Keap1-Nrf2 protein-protein interaction | 0.15% of 340,000 active | inhibition, % at 9.4 µM | Keap1 Kelch-Nrf2 peptide fluorescence polarization, 1536-well; in the data active = inhibition above about 12%; inconclusive = no clear call, values can overlap the other calls; inactive = below about 7.3%;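 also: human Keap1 Kelch domain with fluorescein labeled Nrf2 9mer peptide probe; 0% = neutral control wells and 100% = peptide positive control; higher means more block of Keap1 binding to Nrf2 peptide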
Target sequence (Q14145 whole entry, looked up, the tested form may be a part): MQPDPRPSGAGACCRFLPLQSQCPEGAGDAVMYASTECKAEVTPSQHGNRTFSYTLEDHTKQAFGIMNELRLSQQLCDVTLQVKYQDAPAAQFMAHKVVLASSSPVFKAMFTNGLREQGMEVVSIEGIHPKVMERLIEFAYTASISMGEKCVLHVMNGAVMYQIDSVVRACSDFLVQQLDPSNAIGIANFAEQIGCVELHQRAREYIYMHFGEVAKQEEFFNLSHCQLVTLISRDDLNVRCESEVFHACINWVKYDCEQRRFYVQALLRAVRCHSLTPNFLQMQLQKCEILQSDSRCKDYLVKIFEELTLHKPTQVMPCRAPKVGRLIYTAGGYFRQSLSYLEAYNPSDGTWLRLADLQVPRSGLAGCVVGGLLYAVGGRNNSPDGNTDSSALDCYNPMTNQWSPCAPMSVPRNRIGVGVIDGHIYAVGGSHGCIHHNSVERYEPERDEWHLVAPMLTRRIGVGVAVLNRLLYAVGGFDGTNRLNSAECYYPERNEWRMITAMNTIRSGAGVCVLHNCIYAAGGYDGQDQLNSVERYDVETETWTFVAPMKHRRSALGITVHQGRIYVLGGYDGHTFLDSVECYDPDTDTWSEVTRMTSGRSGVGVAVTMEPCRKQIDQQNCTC
RTF Ca sens inh: cardiac RTF calcium desensitization; inhibition, % at 7.15 µM; P19429+P45379; IANBD-labeled cardiac RTF, Ca2+ fluorescence; 0.12% of 340,000 active;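 active = inhibition above the mean inhibition of all tested compounds plus 3 SD, cut at about 17% in these data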;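 also: assay run at fixed EC70 calcium of 1.6 mM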
Rtt109 Vps75: blocks Candida albicans Rtt109/Vps75 acetyltransferase activity | Q5AAJ8 | purified Rtt109/Vps75, ThioGlo CoA-SH fluorescence, 4 h | inhibition, % at 34.9 µM | 0.16% of 330,000 active;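 active = inhibition of at least 50% in every replicate; inconclusive = best replicate reaches 50% inhibition but some replicates fall short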
Target sequence (Q5AAJ8 whole entry, looked up): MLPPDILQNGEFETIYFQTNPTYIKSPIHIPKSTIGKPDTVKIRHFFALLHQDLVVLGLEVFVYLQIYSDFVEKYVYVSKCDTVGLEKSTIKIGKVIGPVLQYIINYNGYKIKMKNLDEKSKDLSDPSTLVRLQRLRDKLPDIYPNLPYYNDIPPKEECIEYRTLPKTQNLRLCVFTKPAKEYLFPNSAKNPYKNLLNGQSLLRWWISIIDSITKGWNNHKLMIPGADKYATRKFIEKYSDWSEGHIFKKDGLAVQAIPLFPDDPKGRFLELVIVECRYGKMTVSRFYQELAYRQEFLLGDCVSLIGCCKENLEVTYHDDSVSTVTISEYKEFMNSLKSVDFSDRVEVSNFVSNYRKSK
An asterisk follows results filed as active; ? = inconclusive; nt = not tested or not shown.

SMILES	DAGLB inh	CAL PDZ FP-1	RTF Ca sens act	PKA-R2B activ	SR-BI DiI-HDL act	CAL PDZ FP-2	C-LANA FP	Keap1 Nrf2 FP	RTF Ca sens inh	Rtt109 Vps75
O=C(CN1CCCC1c1ccc2c(c1)OCCO2)NC(=O)Nc1ccccc1 (stereo not drawn)	0	1.3	-3	-14	4	nt	-1.9	-9	-4	-1
COc1ccc(OC)c(NC(=O)CCn2cccc2)c1	1	-0.8	1	4	-36	-5	-3.0	-4	-5	4
O=C(Nc1ccc2c(c1)CCC2)C1CCCO1 (stereo not drawn)	1	-0.5	0	4	0	nt	-0.3	-2	-5	-1
CC(=O)N1CCC(N(CCN2CCOCC2)C(=S)Nc2cccc(C)c2C)CC1	1	-0.7	2	-10	4	0	0.4	-3	2	2
O=C(NC1CC1)c1ccc(C2SCC(=O)N2Cc2ccccc2)cc1 (stereo not drawn)	0	-1.4	-3	-17	-7	5	-1.0	-1	-3	0
CCOc1nc2ccccc2nc1C	0	0.0	1	0	-12	-5	-0.3	0	-3	-6
CN(C)c1ccc(C2/C(=C(/O)c3ccc(Br)cc3)C(=O)C(=O)N2C)cc1 (stereo not drawn)	4	1.4	-5	2	-15	-3	-2.4	-3	-7	2
O=C(CN1CCN(C(=O)CNC(=O)c2ccc3c(c2)OCO3)CC1)Nc1ccc(F)cc1	-2	-0.3	10	-13	-34	nt	nt	62*	-24	-3
COc1ccc([N+](=O)[O-])cc1N(CC(=O)NCCSc1ccc(C)cc1)S(C)(=O)=O	0	-1.4	3	-2	5	5	-1.3	0	-8	-11
CN(CC(=O)Nc1ccc(F)c(F)c1F)C(=O)C1CC(=O)N(c2ccc3c(c2)OCCO3)C1 (stereo not drawn)	-1	1.0	4	-12	-11	-3	-0.8	-1	-29	-12
O=C1CN(C(=O)COC(=O)CCC(=O)c2ccc(F)cc2)c2ccccc2N1	6	-0.1	-3	1	12	-4	-0.1	-4	-1	7
CC1(C)CC(=O)c2cc(OCC(=O)NCCN3CCCc4ccccc43)ccc2O1	0	nt	-1	-2	-2	-2	-0.1	0	-11	9
CCC1=Nc2cc(C(=O)NCC3CCCO3)ccc2Sc2ccc(Cl)cc21 (stereo not drawn)	0	-1.8	13	5	-6	1	-0.2	-4	-20	-1
COc1ccccc1/C=C/CN1CCCC(CO)(CCc2ccccc2)C1 (stereo not drawn)	-1	-2.3	3	8	-18	7	0.1	-5	-1	-5
CCCC(=O)N1CCN(C2=NS(=O)(=O)c3ccccc32)CC1	-1	-1.8	-1	6	32	-3	1.6	-6	-1	4
CC1(C)Cc2ccccc2C(NN=C2CCCC2)=N1	2	-0.3	-3	3	-4	-3	3.3	-5	-8	2
CC(=O)c1nn(-c2ccc(C(F)(F)F)cc2)c(=O)[nH]c1=O	0	nt	-2	-5	nt	-14	1.6	-2	5	-9
COc1ccc(/C=C(/C#N)C(=O)Nc2ccc(C)cc2C)cc1C(=O)O	0	-0.2	0	-5	66*	0	2.4	-1	-1	0
COc1ccc(C(=O)COC(=O)CN2C(=O)c3ccccc3C2=O)c(OC)c1	1	-1.1	0	13	nt	nt	1.5	-3	-3	-2
CC(C)NS(=O)(=O)c1ccc(CCC(=O)N2CCc3ccccc3C2)cc1	-1	-0.5	-1	-12	-31	0	0.0	-5	-12	10
O=C(CC1CCS(=O)(=O)C1)Nc1ccc[nH]c1=O (stereo not drawn)	1	-4.8	3	1	-10	-8	1.0	-2	-10	1
Cn1c(SCCCC(=O)c2ccc(F)cc2)nnc1-c1ccncc1	-1	-0.4	-1	1	-12	-1	1.8	-1	-2	1
CCOC(=O)c1ccc(NC(=O)COc2ccccc2CNC2CCCC2)cc1	1	-1.7	5	-6	-15	nt	1.0	6	-3	5
COc1ccc2cc(C3NC(=O)c4ccccc4N3)c(Cl)nc2c1 (stereo not drawn)	0	-1.2	1	3	6	nt	-0.3	4	5	-7
Cc1ccc(S(=O)(=O)NCC(=O)NCC(=O)N(C)Cc2ccc3ccccc3c2)cc1C	1	-2.9	-7	-10	nt	-7	-0.7	-7	3	19
C#CCOCCOCCOCCNc1nc(N2CCN(C(=O)[C@H]([C@@H](C)CC)n3cc([C@@H](N)CO)nn3)CC2)nc(N2CCN(C(=O)[C@H](CCCCN)n3cc([C@@H](N)C(C)CC)nn3)CC2)n1 (stereo partly drawn)	-1	1.0	1	8	3	-2	1.5	-5	-1	-1
COCCOC(=O)c1c(C)oc2ccc(OC(=O)c3cccs3)cc12	-13	-1.4	-4	13	-8	nt	0.3	1	-3	2
CCc1cc(C(c2cccc(OC)c2)N2CCOCC2)c(NC(=O)c2ccccc2)s1 (stereo not drawn)	-3	1.7	1	-1	-16	-2	-0.3	3	-23	-1
CN(C)CCNC(=O)/C(=C/c1ccc(-c2cccc([N+](=O)[O-])c2)o1)NC(=O)c1ccccc1	1	-1.5	-5	-5	-10	-4	-2.4	1	2	28
CCCc1cc(=O)n2[nH]c(NC(=O)c3ccco3)nc2n1	-1	-2.1	5	3	58	0	1.2	-3	-2	-2
O=C(Nc1ccc2ccccc2c1)c1ccc(Br)o1	-7	-2.0	-4	12	-39	-8	-0.3	-8	-7	4
CC(C)N(C(=O)[C@H]1CC(CC(=O)NCCC2=CCCCC2)C(=O)N2CCc3c([nH]c4ccccc34)[C@]12C)C(C)C (stereo partly drawn)	1	-0.8	-3	-2	-12	-5	0.7	0	1	4
CNS(=O)(=O)c1cccc2cccnc12	-1	-1.0	1	5	10	-11	-0.1	1	-19	-7
O=C(O)[C@@H](c1ccccc1)N1Cc2ccccc2C1=O	8	1.7	-4	2	32	0	1.1	-2	-3	6
NC(Cc1ccc(O)c([N+](=O)[O-])c1)C(=O)O (stereo not drawn)	2	-1.6	4	-8	6	0	0.9	1	2	18
C#CCn1cc(C=C2C(=O)c3ccccc3C2=O)c2ccccc21	2	-0.8	3	-7	2	-1	1.2	-6	-15	5
CCO[C@@H]1OC(C(N)=O)=C[C@H](C2CC2)[C@H]1CCCO	0	1.5	-2	-6	47	-3	1.3	3	8	1
NC(=O)c1ccc(NC(=O)COC(=O)C(Cc2ccccc2)NC(=O)c2ccccc2)cc1 (stereo not drawn)	0	-1.1	5	-4	-5	-2	0.8	-2	2	4
Cc1nc2c(c(C)nn2-c2ccccc2)c(C)c1Cl	-7	-1.8	-2	8	-10	nt	2.0	2	-5	-7
CN(c1ccc(O)cc1)c1nc(-c2cccnc2)cs1	-15	-3.1	3	-14	1	-7	-0.6	-5	-3	2
COc1ccc(C(=O)NCc2nnc(SCC(=O)Nc3ccccc3OC)o2)cc1	1	-1.1	-4	-2	29	56*	0.6	-3	-4	5
CCCC(C)c1nnc(NC(=O)C2CCCO2)s1 (stereo not drawn)	0	-1.3	3	-4	29	-1	0.0	0	-3	16
O=C(c1cccc(S(=O)(=O)N2CCc3ccccc3C2)c1)N1CCN(c2ccccc2)CC1	2	0.1	-4	5	-8	-3	-1.3	-3	-3	5
O=C(OCC(=O)c1c[nH]c2ccccc12)c1cc(Br)ccc1O	-1	0.3	-2	-6	-13	-1	2.3	0	-14	8
CCOC(=O)c1sc(NC(=O)C2CC(=O)N(c3ccc(OC)cc3)C2)nc1C (stereo not drawn)	-1	-4.2	-5	2	nt	-8	0.7	-3	1	11
COc1ccc(CN(Cc2cccnc2)S(=O)(=O)c2ccc(-n3cnnn3)c(C)c2)cc1OC	5	0.0	0	2	24	-5	2.9	-3	-8	1
O=C(NCc1cccnc1)c1ccc(-c2cccc(Cl)c2Cl)o1	4	-3.4	-1	-11	-6	-12	1.2	1	-10	-1
CCc1nc2cc(CC(=O)O)ccc2o1	-2	-0.2	1	0	17	1	-0.2	0	7	6
Cc1cccc(NC(=S)NCc2cccn2C)c1	-2	-0.2	4	1	-29	9	-1.3	-4	7	-3
COc1ccc(CC(=O)O/N=C(\N)Cc2ccc(OC)c(OC)c2)cc1	-2	nt	1	6	19	-6	-0.4	-5	-6	8
CCN(C(=O)CSc1nc2cc(Cl)ccc2c(=O)n1Cc1ccco1)C1CCS(=O)(=O)C1 (stereo not drawn)	0	-1.2	5	-15	1	1	-0.2	-6	-4	-2
CN(C(=O)COC(=O)CNC(=O)c1ccc2ccccc2c1)c1c(N)n(Cc2ccccc2)c(=O)[nH]c1=O	3	-3.3	1	-7	29	-1	0.0	1	-4	?
C=CCC[C@H](Cc1ccc(F)cc1)C(=O)OC[C@H](Cc1c[nH]c2ccccc12)NC(=O)[C@@H](CC=C)CC(=O)N[C@@H](CO)Cc1ccccc1	6	-0.1	0	11	6	1	2.6	3	-12	-7
Cc1nnc(Nc2ccccn2)c2ccccc12	-1	0.7	-3	4	14	-1	3.0	1	-1	4
O=C1CSC(c2ccccn2)N1c1ccc(Cl)c(Cl)c1 (stereo not drawn)	-1	0.1	2	3	6	-1	-0.4	-6	-10	10
COc1ccc(/C=C2\CCCC3C2=NN(C(=O)c2ccco2)C3c2ccc(OC)c(OC)c2)cc1OC (stereo not drawn)	4	nt	-4	-11	-4	0	2.1	-3	-3	0
CSc1ncccc1-c1nc2ccccc2[nH]1	0	-1.8	-1	8	6	0	-1.5	0	-10	-5
O=C(Nc1ncc([N+](=O)[O-])s1)C1CCN(S(=O)(=O)c2cnc[nH]2)CC1	3	0.2	-6	-1	13	2	0.5	-8	1	-1
COc1ccc(NC(=O)CSc2nnnn2C2CCCC2)c(OC)c1	0	-1.5	-5	-14	nt	-3	8.9	3	-2	12
CCOC(=O)N1CCC(NC(=O)c2cc(C(=O)Nc3ccc(S(=O)(=O)N4CCCCC4)cc3)ccc2CO)CC1	-1	-0.4	-3	-6	-32	-12	1.9	-3	-11	-2
COc1ccc(-n2c(Cc3cccn3C)nnc2SCC(=O)Nc2cccc(F)c2)cc1	0	-0.8	8	2	-23	nt	-4.9	-22	-9	-7
Cc1sc2ncnc(SCC(=O)c3ccc4c(c3)OCCO4)c2c1-c1ccccc1	-17	-0.7	9	-8	18	-2	-0.7	2	-7	-5
COc1cc(NC(=O)COC(=O)Cc2ccc(-c3ccccc3)cc2)cc(OC)c1	-10	-1.2	13	-5	11	-3	-0.2	-6	-2	-4

Some entries already given, showing only Keap1 Nrf2 FP and RTF Ca sens inh:
smiles | Keap1 Nrf2 FP | RTF Ca sens inh
CN(C(=O)COC(=O)CNC(=O)c1ccc2ccccc2c1)c1c(N)n(Cc2ccccc2)c(=O)[nH]c1=O | 1 | -4
C=CCC[C@H](Cc1ccc(F)cc1)C(=O)OC[C@H](Cc1c[nH]c2ccccc12)NC(=O)[C@@H](CC=C)CC(=O)N[C@@H](CO)Cc1ccccc1 | 3 | -12
